CHRM1 PAM: human M1 muscarinic receptor positive allosteric modulators, primary screen, CHO-K1 cells, Fluo-8 calcium fluorescence, 1536-well; activation, % at 3 µM; 0.088% of 360,000 active; CHO-K1 hM1, ACh EC20; 0% = ACh EC20, 100% = maximal ACh; Muscarinic acetylcholine receptor M1 (Homo sapiens), P11229; in the data active means activation above about 19%, passing the limit was not always enough
Target sequence (P11229 whole entry, looked up): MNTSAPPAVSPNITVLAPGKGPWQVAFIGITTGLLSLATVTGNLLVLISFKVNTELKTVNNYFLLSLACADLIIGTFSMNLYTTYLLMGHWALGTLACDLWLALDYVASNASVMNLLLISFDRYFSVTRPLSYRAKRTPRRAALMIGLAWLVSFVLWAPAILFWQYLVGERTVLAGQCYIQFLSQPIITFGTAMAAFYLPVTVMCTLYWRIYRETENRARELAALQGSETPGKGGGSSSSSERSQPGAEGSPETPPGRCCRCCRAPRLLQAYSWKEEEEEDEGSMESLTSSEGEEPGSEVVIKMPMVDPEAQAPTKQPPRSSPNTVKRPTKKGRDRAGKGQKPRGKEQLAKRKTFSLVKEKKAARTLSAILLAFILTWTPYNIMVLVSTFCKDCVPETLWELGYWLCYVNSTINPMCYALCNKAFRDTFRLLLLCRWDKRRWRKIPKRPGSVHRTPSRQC
M5 PAM: human M5 muscarinic receptor positive allosteric modulators, primary screen, CHO-K1 cells, Fluo-8 calcium fluorescence | Muscarinic acetylcholine receptor M5 (Homo sapiens), P08912 | CHO-K1 hM5, ACh EC20 PAM; 0% = ACh EC20, 100% = ACh EC100 | activation, % at 3 µM | 0.3% of 360,000 active | AID 624038, 2012;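 active means activation above the run cutoff, the mean activation of all test compounds plus 3 SD, cut at about 18% in these data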
Target sequence (P08912 whole entry, looked up): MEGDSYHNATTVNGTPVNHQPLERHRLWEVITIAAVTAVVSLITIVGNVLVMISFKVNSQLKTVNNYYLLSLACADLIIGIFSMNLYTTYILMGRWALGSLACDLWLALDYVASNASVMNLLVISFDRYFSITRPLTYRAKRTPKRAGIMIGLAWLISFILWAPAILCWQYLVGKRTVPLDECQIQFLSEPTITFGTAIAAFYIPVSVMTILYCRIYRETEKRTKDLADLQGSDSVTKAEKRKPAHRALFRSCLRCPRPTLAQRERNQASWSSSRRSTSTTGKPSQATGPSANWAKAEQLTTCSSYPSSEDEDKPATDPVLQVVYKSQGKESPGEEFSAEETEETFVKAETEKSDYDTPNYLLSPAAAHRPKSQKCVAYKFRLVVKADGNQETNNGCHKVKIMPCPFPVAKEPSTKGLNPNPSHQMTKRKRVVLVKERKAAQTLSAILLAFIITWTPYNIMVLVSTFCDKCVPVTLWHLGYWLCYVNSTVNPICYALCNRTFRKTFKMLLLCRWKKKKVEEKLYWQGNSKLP
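Assay system – human M5 receptor in CHO-K1 cells · Read-out – % activation, ACh-normalized · Technique – Fluo-8 calcium fluorescence · Dosing – single-point, 3 µM nominal · Incubation – Fluo-8 loading 80 min at 37 °C plus 30 min room temperature · Repeats – singlicate, one well per test compound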
TAAR1 agonist: human TAAR1 agonists, primary screen, Fluo-8 calcium fluorescence, CHO RD-HGA16 cells | activation, % at 3 µM | Trace amine-associated receptor 1 (Homo sapiens), Q96RJ0 | vehicle wells 0%, saturating PEA agonist 100% | AID 624467, 2012 | 0.99% of 360,000 active;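 active means activation above the mean activation of all test compounds in the run plus 3 SD, cut at about 38% in these data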
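Assay system: CHO-derived RD-HGA16 cells with stable Gα16 and human TAAR1; timing: 17-24 h seeding, 75 min 37 °C dye, 30 min RT; read-out: % activation from peak over basal fluorescence ratio, DMSO-to-PEA scaled; measured by: kinetic Fluo-8 calcium fluorescence; benchmarks: low control DMSO, high control PEA (EC100); doses: 3 µM single concentration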
M4 antag: human M4 muscarinic receptor antagonists, primary screen, CHO cells, Fluo-8 calcium fluorescence. Muscarinic acetylcholine receptor M4 (Homo sapiens), P08173. inhibition, % at 3 µM. 0.73% of 360,000 active. CHO-hM4 cells, ACh EC80;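 active means inhibition above its plate's cutoff, the mean inhibition of sample wells plus 3 SD, cut at about 27% in these data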;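 further: 0% = acetylcholine EC80 with DMSO and 100% = DMSO without agonist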
M5 ag: human M5 muscarinic receptor agonists, primary screen, CHO-K1 cells, Fluo-8 calcium fluorescence; CHO-K1 hM5 cells; 0% DMSO wells, 100% maximal acetylcholine response; AID 624037, 2012; Muscarinic acetylcholine receptor M5 (Homo sapiens), P08912; 0.19% of 360,000 active; activation, % at 3 µM;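 active means activation above the run's mean over test compounds plus 3 SD, cut at about 23% in these data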;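 further: signal is peak over basal fluorescence ratio across the kinetic read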
CHRM1 antagonist: human M1 muscarinic receptor antagonists, primary screen, CHO-K1 cells, Fluo-8 calcium fluorescence, 1536-well. Muscarinic acetylcholine receptor M1 (Homo sapiens), P11229. CHO-K1 hM1, ACh EC80 antagonist. inhibition, % at 3 µM. 1.3% of 360,000 active. AID 588852, 2011;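 active means percent inhibition above its own plate's cutoff, namely the mean of that plate's compound wells plus 3 SD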;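 further: peak over basal fluorescence ratio during 140 s after agonist addition; 0% = ACh EC80 plus DMSO and 100% = DMSO alone without agonist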
M1 ag: human M1 muscarinic receptor agonists, primary screen, Fluo-8 calcium fluorescence, CHO-K1 cells, HTS; AID 588814, 2011; CHO-K1 hM1, agonist mode; 0% DMSO, 100% acetylcholine EC100; 0.33% of 360,000 active; activation, % at 3 µM; Muscarinic acetylcholine receptor M1 (Homo sapiens), P11229;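 active means activation above the run's mean compound activation plus 3 SD, cut at about 16% in these data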;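 further: peak over basal fluorescence ratio within a 140 s kinetic read after compound addition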
M4 ag: human M4 muscarinic receptor agonists, primary screen, CHO-K1 cells, Fluo-8 calcium fluorescence; 0.14% of 360,000 active; activation, % at 3 µM; Muscarinic acetylcholine receptor M4 (Homo sapiens), P08173; CHO-K1 hM4/Gqi5; vehicle 0%, full acetylcholine response 100%;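 active means activation above the run mean over all test wells plus 3 SD, cut at about 32% in these data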;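 further: peak over basal fluorescence ratio per well then scaled between controls; 0% = DMSO wells and 100% = acetylcholine at EC100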
M5 antag: human M5 muscarinic receptor antagonists, primary screen, CHO cells, Fluo-8 calcium fluorescence | AID 624040, 2012 | Muscarinic acetylcholine receptor M5 (Homo sapiens), P08912 | 0.59% of 360,000 active | CHO-hM5 cells, ACh EC80 | inhibition, % at 3 µM;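 active means inhibition above a per-plate cutoff, the mean of that plate's test compounds plus 3 SD, cut at about 27% in these data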;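 further: 0% = acetylcholine EC80 with DMSO and 100% = DMSO without agonist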
An asterisk follows results filed as active; . = not tested or not shown.

Values in the order: M5 ag, M1 ag, M4 ag, CHRM1 antagonist, CHRM1 PAM, M5 antag, M5 PAM, TAAR1 agonist, M4 antag
1: Cc1cccc(CSc2ncnc3c2cnn3Cc2ccccc2)c1
 : 1, -5, -1, -6, 3, -7, 0, -1, -5
2: CC1(C)NC(=O)N(CC(O)CN2CCCC2)C1=O (stereo unspecified)
 : 2, 0, 0, 3, 1, -3, -4, 3, -4
3: Cc1cccc(CCNC(=O)C2CCC(CNS(=O)(=O)c3cccs3)CC2)c1 (stereo unspecified)
 : 5, 0, 4, -7, 8, -4, 5, 3, 0
4: COc1ccc2c(-c3ccc(S(N)(=O)=O)cc3)c(-c3ccc(S(C)(=O)=O)cc3)sc2c1
 : -2, -3, 12, 8, -3, 6, -3, 5, 9
5: CC(C)CC(N=Cc1c(O)c2ccccc2oc1=O)C(=O)O (stereo unspecified)
 : 2, -7, 0, -7, 10, 2, -5, -1, -3
6: Cc1ccc(OCc2n[nH]c(=S)n2Cc2ccccc2)cc1
 : -11, -7, 1, 3, -3, 0, 3, -2, -1
7: COc1ccc(-c2noc(=O)n2CC(=O)N2CCC(Cc3ccccc3)CC2)cc1
 : 2, 0, 3, -11, 7, 3, -4, 10, -6
8: CCOC(=O)c1c(NC(=O)CSc2nnc(CNc3ccc(Cl)cc3)o2)sc(C)c1C
 : -2, -2, 1, -6, 1, -11, 3, 2, -18
9: O=C(CSc1ccc(-c2ccc(F)cc2)nn1)N1CCCc2ccccc21
 : -1, -6, 12, 17, -8, 12, -17, 10, 19
10: O=C(Nc1cccc(S(=O)(=O)N2CCOCC2)c1)C1CCN(S(=O)(=O)c2ccccc2)CC1
 : -1, -7, 2, -3, 0, 8, 3, 2, -6
11: O=C(COC(=O)CCc1ccccc1)NCc1ccccc1
 : -2, -4, 1, -4, 4, 2, -3, 10, 1
12: O=C(CCC(F)(F)F)N1CCCC(N2CCN(c3cccc(Cl)c3)CC2)C1 (stereo unspecified)
 : -15, -4, 1, -5, -2, 7, -1, -2, 8
13: CCCS(=O)(=O)NC(=O)C1(C)CCN(C(=O)c2ccccc2Br)C1 (stereo unspecified)
 : 0, 3, 1, -27, 27*, 4, -2, ., -7
14: CC(NC(=O)/C(C#N)=C/c1ccc(C(=O)O)cc1)c1ccccc1 (stereo unspecified)
 : 0, -1, 0, -16, 13, -8, 18, 2, -17
15: CCOC(=O)C1=C(CS(=O)(=O)c2ccccc2)NC(=O)NC1c1ccc(O)c(OC)c1 (stereo unspecified)
 : 4, -3, 0, -31, 8, 0, -3, 0, 0
16: C=CCc1cccc2cc(C(=O)NC3CCCC3)c(=O)oc12
 : 3, -9, 0, 6, -6, -9, 1, 9, 5
17: O=c1ccc(S(=O)(=O)N2CCCC2)cn1Cc1ccc(Cl)cc1Cl
 : 4, -1, 15, 7, -9, 12, -12, 8, 3
18: O=C(Nc1ccc(C(F)(F)F)cc1)C1CCCCN1S(=O)(=O)c1ccccc1 (stereo unspecified)
 : -1, -3, 7, -7, 3, 5, 3, 0, 9
19: O=C(CN1CCCCC1)Nc1ccccc1C(=O)NC1CC1
 : 5, 0, 1, 1, 3, -5, 8, 2, -5
20: CC(Sc1nnc(Cc2ccc3c(c2)OCO3)o1)C(N)=O (stereo unspecified)
 : 0, 0, 1, -6, 8, 1, 1, 6, 1
21: CC(C)Oc1ccc(Cc2cnc(N)nc2N)cc1
 : -1, -7, 0, -4, 5, 4, -1, 9, 15
22: OC(COC(c1ccccc1)c1ccccc1)CN1CCOCC1 (stereo unspecified)
 : -8, -11, 0, -4, 1, -6, 8, 4, -1
23: COC(=O)CCc1c(C)c(C(=O)c2cccc(OC)c2OC)c2ccccn12
 : -1, -4, 1, 2, -2, 10, 2, 3, 6
24: C/C(=N\Nc1nncc2ccccc12)c1ccc(O)cc1
 : -3, -1, 0, -16, 10, 9, -5, 0, 6
25: Cc1nc(N2CCN(Cc3ccccc3)CC2)[nH]c(=O)c1C
 : 4, -2, -1, -8, 8, 0, 2, 6, 0
26: COc1ccc(-c2n[nH]nc2C2=CC(=O)CC(C)(C)C2)cc1
 : 0, 4, 0, -9, 14, 4, 1, -1, -6
27: CS(=O)(=O)N1CCC(C(=O)Nc2ccc(C(F)(F)F)cc2)CC1
 : -4, -8, 1, -10, 15, -7, -1, 7, -8
28: Cc1cccc(OCCCCCN2CCOCC2)c1
 : -10, -9, 1, -2, -7, 1, 7, 3, -6
29: Cn1c(=O)[nH]c(=O)c2c1nc(N1CCOCC1)n2CCc1ccccc1
 : 0, -8, 1, -3, 15, -14, 0, 5, -1
30: C=C(C(=O)c1ccccc1)C(NC(C)(C)C)c1ccccc1 (stereo unspecified)
 : -12, -8, 1, 7, -7, 12, -10, 0, 25
31: COCCNC(=O)C1(C)CCCN(Cc2ccc3ccccc3c2Br)C1 (stereo unspecified)
 : -1, -9, 2, 15, -8, 0, -8, 6, -3
32: CCN(Cc1ccccc1)C(=O)CS(=O)(=O)c1ccccc1
 : -3, -4, 1, -4, 3, 4, -6, 0, 8
33: Cc1ccc2nc3c(cc(C(=O)NCCN4CCOCC4)c(=N)n3CCCN3CCOCC3)c(=O)n2c1
 : 0, -14, 2, -4, 6, 2, 0, ., 4
34: N#Cc1ccc(-c2ccco2)nc1SCC(=O)c1ccc(Cl)cc1
 : -4, -2, 4, 8, -1, 7, -11, 4, 6
35: Cc1ccc(NC(=O)c2ccc3ccccc3n2)cc1S(=O)(=O)N(C)C
 : 3, -6, 1, -3, 7, 3, 3, 0, 3
36: O=C(CSc1nccc(-c2cccs2)n1)Nc1cccc(Cl)c1
 : 2, 5, 3, -23, 20, 3, -2, 6, 6
37: Nc1ccc(Cl)cc1C(=O)OCC(=O)NC1CCS(=O)(=O)C1 (stereo unspecified)
 : 3, -2, 1, -13, 20, 5, 6, 1, -7
38: O=c1cc(-c2ccccc2)nc2c(Cl)cc(Cl)cn12
 : 2, -3, 1, -23, 10, -6, 3, -1, -6
39: COc1ccc(CCNC(=O)c2cccc(Br)c2)cc1OC
 : 3, 0, 3, -2, 4, -9, 5, 8, -5
40: O=C(c1nc2ccccn2c1CNCCCn1ncc2ccccc21)N1CCOCC1
 : -1, -10, 2, 15, -2, 4, -3, 7, 3
41: CCCCN(c1ccc(C(=O)OC)cc1)S(=O)(=O)c1ccccc1
 : -6, -13, -2, 0, -5, -3, -3, 0, -1
42: CC1(C)SC(=S)N(NC(=O)Nc2cccc3ccccc23)C1N(O)C(=O)Nc1ccccc1 (stereo unspecified)
 : -6, -10, 2, 11, -11, 17, -17, 7, 10
43: CCc1cc2c(=O)nc3n(c2s1)Cc1ccccc1/C3=C(/O)c1cccc([N+](=O)[O-])c1
 : 4, -6, 2, -7, 3, 1, -1, ., 11
44: Cc1ccc(OCCNC(=O)/C=C/c2ccc([N+](=O)[O-])cc2)cc1C
 : -1, -4, 1, 9, -1, 3, -5, 8, -3
45: COCCNC(=O)c1ccc2c3n(nc2c1)-c1ccc(Cl)cc1CO3
 : -1, -3, 2, -11, 5, 3, 2, 12, -8
46: Cc1cnc(C(=O)OCC(=O)c2ccc(Cl)cc2)cn1
 : -3, -1, 1, -4, 5, 12, -1, 3, -2
47: O=C(CCNC(=O)c1ccc([N+](=O)[O-])cc1)Nc1ccc(Cl)c(S(=O)(=O)N2CCOCC2)c1
 : -1, -5, -1, -14, 13, 2, 3, 0, -14
48: COc1ccc(CCNC(=O)c2cnc(Cl)c(Cl)c2)cc1
 : -3, 2, 5, -8, 5, 1, -6, 1, -9
49: C=CCc1cccc(CNc2ccc(Br)cc2)c1O
 : -7, -6, 0, 22, -9, 2, -9, 10, -6
50: O=[N+]([O-])C(/C=C(\Cl)[N+](=O)[O-])=C1N(Cc2ccc(Cl)nc2)CCN1Cc1ccc(Cl)nc1
 : 1, -10, 1, -5, 8, -10, 2, -1, -9
51: Cc1[nH]c2ccccc2c1C(c1ccncc1)N1CCN(c2ccc(F)cc2)CC1 (stereo unspecified)
 : -2, -8, 0, -11, 8, 11, -5, 23, 5
52: Cc1ccc(C)c(OCC(O)CN2CCC(C)CC2)c1C (stereo unspecified)
 : -3, -5, 1, -28, 11, 4, 5, 8, 12
53: CC(C)OCCCNC(=O)Cc1ccc(F)cc1
 : 3, -2, 2, -9, 10, -6, 16, 1, -15
54: CN(C)CCNC(=O)c1ccc(-c2cn3c(-c4ccc(Oc5ccccc5)cc4)cnc3cn2)cc1
 : -2, -7, 9, -3, -6, 3, -9, 7, -5
55: Cc1ccc(CSc2nnc(-c3ccncc3)o2)c(C)c1
 : -2, -10, 0, 0, 5, 4, -6, 14, 3
56: CC(=O)c1cccc(CN2CCC(n3nccc3NC(=O)CCOc3ccccc3)CC2)c1
 : -5, -6, 1, -14, 10, 11, -6, 1, -8
57: C=CCNC(=O)/C(C#N)=C/c1ccc(OS(=O)(=O)c2ccc(C)cc2)c(OC)c1
 : -2, -1, 3, 1, 7, 1, 0, 8, -4

3 compounds from above, sorted by the value under CHRM1 PAM, descending.
No. | Compound | CHRM1 PAM
52 | Cc1ccc(C)c(OCC(O)CN2CCC(C)CC2)c1C (stereo unspecified) | 11
46 | Cc1cnc(C(=O)OCC(=O)c2ccc(Cl)cc2)cn1 | 5
31 | COCCNC(=O)C1(C)CCCN(Cc2ccc3ccccc3c2Br)C1 (stereo unspecified) | -8

This is a subset, so the mix of outcomes need not match the whole.
